# Screening results deposited in PubChem by The Scripps Research Institute Molecular Screening Center.
# M4 antag: antagonists of human muscarinic M4 receptor (CHRM4); P08173; CHO-hM4 cells, ACh EC80, Fluo-8 calcium fluorescence; inhibition, % at 3 µM; 360,000 compounds, 0.73% hits; AID 624125;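 active = inhibition above its plate's cutoff, the mean inhibition of sample wells plus 3 SD, cut at about 27% in these data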;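 also: 0% = acetylcholine EC80 with DMSO and 100% = DMSO without agonist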
# Target sequence (P08173 whole entry, looked up): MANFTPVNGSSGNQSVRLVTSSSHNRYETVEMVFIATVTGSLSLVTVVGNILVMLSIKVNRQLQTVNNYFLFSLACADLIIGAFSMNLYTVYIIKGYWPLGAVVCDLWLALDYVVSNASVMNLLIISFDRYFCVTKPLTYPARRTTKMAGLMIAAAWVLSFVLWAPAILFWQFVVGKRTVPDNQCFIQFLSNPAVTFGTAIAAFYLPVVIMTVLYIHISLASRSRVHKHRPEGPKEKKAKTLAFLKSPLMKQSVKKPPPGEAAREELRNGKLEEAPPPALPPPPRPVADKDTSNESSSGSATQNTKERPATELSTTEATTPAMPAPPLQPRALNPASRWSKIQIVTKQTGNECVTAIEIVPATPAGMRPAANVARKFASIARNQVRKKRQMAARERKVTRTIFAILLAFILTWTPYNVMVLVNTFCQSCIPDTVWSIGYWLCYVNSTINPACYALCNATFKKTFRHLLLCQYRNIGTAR
# M4 ag: CHRM4 agonism in calcium assay. P08173. CHO-K1 hM4/Gqi5, Fluo-8 calcium fluorescence; vehicle 0%, full acetylcholine response 100%. activation, % at 3 µM. 360,000 compounds, 0.14% hits;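 active = activation above the run mean over all test wells plus 3 SD, cut at about 32% in these data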;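 also: peak over basal fluorescence ratio per well then scaled between controls; 0% = DMSO wells and 100% = acetylcholine at EC100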
# M5 PAM: potentiates acetylcholine response at human M5 receptor. P08912. CHO-K1 hM5, Fluo-8 calcium, ACh EC20 PAM; 0% = ACh EC20, 100% = ACh EC100. activation, % at 3 µM. 360,000 compounds, 0.3% hits;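 active = activation above the run cutoff, the mean activation of all test compounds plus 3 SD, cut at about 18% in these data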
#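 system = human M5 receptor in CHO-K1 cells | compound = one concentration, 3 µM final (nominal) | schedule = Post-acetylcholine fluorescence recording 140 s | signal = Fluo-8 calcium dye fluorescence, kinetic read | benchmarks = low control EC20 acetylcholine (0%), high control EC100 acetylcholine (100%) | repeats = singlicate, one well per test compound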
# M5 antag: blocks acetylcholine activation of human M5 receptor. P08912. CHO-hM5 cells, Fluo-8 calcium fluorescence, ACh EC80. inhibition, % at 3 µM. 360,000 compounds, 0.59% hits. AID 624040;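 active = inhibition above a per-plate cutoff, the mean of that plate's test compounds plus 3 SD, cut at about 27% in these data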;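 also: 0% = acetylcholine EC80 with DMSO and 100% = DMSO without agonist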
# M1 PAM parental: nonselective activator or artifact in parental CHO-K1 calcium assay; AID 602247; activation, % at 3 µM; 360,000 compounds, 0.02% hits; ATP EC20, Fluo-8 calcium fluorescence; 0% at ATP EC20, 100% at ATP max;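 active = activation above the run cutoff, the mean activation of all test compounds plus 3 SD, cut at about 40% in these data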;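 also: peak over basal fluorescence ratio in a 140 s read after ATP addition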
# CHRM5 agonist: CHRM5 agonism in calcium assay; CHO-K1 hM5 cells, Fluo-8 calcium fluorescence; 0% DMSO wells, 100% maximal acetylcholine response; P08912; activation, % at 3 µM; 360,000 compounds, 0.19% hits; AID 624037;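 active = activation above the run's mean over test compounds plus 3 SD, cut at about 23% in these data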;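 also: signal is peak over basal fluorescence ratio across the kinetic read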
# CHO-K1 Ca antag: M1 antagonist counterscreen hit in parental CHO-K1 cells; 360,000 compounds, 0.6% hits; ATP-induced calcium, Fluo-8 fluorescence; inhibition, % at 3 µM;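 active = inhibition above a per-plate cutoff, the plate's mean sample inhibition plus 3 SD, cut at about 24% in these data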;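 also: 0% = DMSO plus EC80 ATP and 100% = DMSO alone without ATP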
# CHRM4 PAM: potentiates acetylcholine response at human M4 receptor; P08173; CHO-K1 hM4/Gqi5, Fluo-8 calcium fluorescence, ACh EC20; 0% = ACh EC20, 100% = maximal ACh; activation, % at 3 µM; 360,000 compounds, 0.4% hits;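 active = activation above its plate's cutoff, the mean activation of sample wells plus 3 SD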; also: some results filed as inactive read as strong as hits
# M1 ag parental: M1 agonist counterscreen hit in parental CHO-K1 cells; 360,000 compounds, 0.48% hits; activation, % at 3 µM; Fluo-8 calcium fluorescence; scaled to maximal ATP response, vehicle zero; AID 602248; in the data active = activation above about 15%;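 also: untransfected CHO-K1 host cells lacking M1 receptor as counterscreen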
# Numbers without * were called inactive.
# Fields – M4 antag	M4 ag	M5 PAM	M5 antag	M1 PAM parental	CHRM5 agonist	CHO-K1 Ca antag	CHRM4 PAM	M1 ag parental
1: C=C(C)c1cccc(C(C)(C)NC(=O)N2CCCC2)c1
→ 4	0	5	-4	0	-5	-2	-5	-0.5
2: CC1CCCN(S(=O)(=O)c2ccc(NC(=O)CCN3C(=O)c4ccccc4C3=O)cc2)C1 (centres undefined)
→ -6	6	4	-1	23	4	-12	5	4.2
3: COc1cc(F)ccc1-c1cc(C(=O)NCc2cccc(Cl)c2)[nH]n1
→ -4	3	-2	2	17	-2	1	-5	1.5
4: CCCCNc1c(-c2ccccn2)nc2nc(C)cc(C)n12
→ -10	3	-12	-7	15	0	-14	6	2.6
5: CCC(C)Cn1c(C)nc2ccccc21 (centres undefined)
→ 13	6	-9	5	3	5	11	-3	3.0
6: CCOc1ccc(NC(=O)N2CCCC2C(=O)NCc2ccco2)cc1 (centres undefined)
→ -10	0	-1	2	8	-4	-10	5	0.7
7: CCN(CC)CC1(O)CCN(C(=O)c2ccc(Cl)c(Cl)c2)CC1
→ 5	2	-2	-4	-2	-7	-6	-10	0.3
8: Cc1cc(C)c(C(N)=O)c(Nc2ccc(F)cc2)n1
→ -3	1	-3	10	13	-3	-7	0	0.1
9: CC(C)N1CC(O)=C(c2ccccc2)C1=N
→ -13	1	2	-2	13	-2	-26	14	0.7
10: CC(=O)N(Cc1cc2cc(C)c(C)cc2n2nnnc12)CC1COCCO1 (centres undefined)
→ 5	0	6	0	22	-2	-8	-4	1.2
11: Cc1sc2ncn(CC(=O)Nc3cccc(S(N)(=O)=O)c3)c(=O)c2c1-c1ccccc1
→ -3	0	7	0	8	5	-8	7	0.5
12: CCc1ccc(N2Cc3ccccc3C2)cc1
→ -3	-1	5	-1	-12	-3	-4	-4	-0.4
13: C=CCOC(=O)C1=C[C@@H](c2coc3ccccc3c2=O)[C@H](CCCO)[C@@H](OCC)O1
→ 8	-1	-11	17	-10	1	-4	5	-0.1
14: COc1ccc(-n2nnnc2SCC(=O)NCc2cccs2)cc1
→ 0	1	5	-2	12	1	-4	-1	1.1
15: O=C(O)CCNc1nc(C(F)(F)F)nc2ccccc12
→ -7	2	-7	-19	5	-5	6	-1	4.8
16: COc1cccc(-c2noc(CCC(=O)N3CCN(c4cc(C)ccc4C)CC3)n2)c1
→ -4	9	-9	14	14	1	-6	1	3.3
17: O=C(CN1C(=O)c2ccccc2S1(=O)=O)NCc1c(F)cccc1F
→ 0	1	3	-1	-8	0	-5	2	1.0
18: Cc1c(Cl)c([N+](=O)[O-])nn1CCCC(=O)Nc1c(C)n(C)n(-c2ccccc2)c1=O
→ 27*	1	-31	17	18	-19	-9	-42	0.6
19: COc1ccc(C(=O)N(C)Cc2ccc(OC)c(OC)c2OC)cc1S(=O)(=O)N1CCOCC1
→ 7	1	0	0	-14	8	3	12	0.3
20: Cc1ccc(S(=O)(=O)C2(C(=O)NC3CCCCC3C)CC2)cc1 (centres undefined)
→ -9	0	3	-7	3	-7	-4	3	-0.4
21: CC1CCN(C2=NC(=O)/C(=C/c3cn(-c4ccccc4)nc3-c3cccc(S(=O)(=O)N(C)C)c3)S2)CC1
→ 9	1	5	3	4	-2	2	7	0.2
22: O=C1CCCN1c1ccc(S(=O)(=O)N2CCCCC2)cc1
→ -8	3	1	-5	9	-1	-7	4	3.3
23: c1cncc(-c2nc(-c3ccc4c(c3)OCO4)cs2)c1
→ -6	2	-3	7	17	-4	-10	13	0.2
24: CCOC(=O)Cc1csc(NC(=O)COc2ccc(N(C)S(=O)(=O)c3cccs3)cc2)n1
→ 7	12	-22	16	-2	7	9	-14	6.8
25: Cc1nc([N+](=O)[O-])cn1CC(O)c1ccccc1 (centres undefined)
→ 4	1	-3	2	8	0	-6	-6	0.3
26: COc1ccc(Nc2nc(N)c([N+](=O)[O-])c(N3CCCC3)n2)cc1
→ -1	1	-1	2	4	-7	-27	3	-1.9
27: O=C(CSc1ccccc1)Nc1nnc(-c2ccco2)o1
→ -7	0	8	1	-5	-3	3	5	2.7
28: O=C(C1CCC(CNc2nc(=S)[nH]c3ccccc23)CC1)N1CCN(c2ccccn2)CC1 (centres undefined)
→ 3	1	-4	-2	30	1	-36	6	2.0
29: Cc1cc(C)nc(N2CCCC(C(=O)NCc3cccs3)C2)n1 (centres undefined)
→ 14	0	-5	7	12	0	-3	-4	0.4
30: CCOC(=O)C1CCCN(C(=O)CSc2nccn2C)C1 (centres undefined)
→ 2	1	0	-1	17	4	-10	0	0.7
31: COc1cc(NC(=O)c2cccnc2SC)cc(OC)c1OC
→ 10	2	10	-4	0	-2	-11	12	0.4
32: COc1cc(CN2CCN(CCOCCO)CC2)cc(OC)c1OC
→ -3	0	0	0	7	1	-20	8	0.1
33: CC(C)NC(=O)CCCC(=O)NC(C)C
→ -3	0	-1	-2	7	-2	-12	-3	-0.1
34: COc1ccc(-c2nn(-c3ccccc3)cc2/C=C\C(=O)Nc2ccc(C(=O)O)cc2)cc1
→ 1	0	3	-2	-14	2	13	-2	-0.8
35: C=CCn1c(=NC(=O)c2ccco2)sc2cc(C(=O)OCC)ccc21
→ -3	0	5	-9	13	-2	-1	3	-0.1
36: Cc1cccc(N2N=C(C(=O)Nc3ccc(Cl)c(S(=O)(=O)N4CCOCC4)c3)CCC2=O)c1
→ -6	9	-8	-1	3	6	5	-1	2.0
37: O=C1CSC(c2ccc(F)cc2)N1c1ccccc1F (centres undefined)
→ -8	-1	-3	8	-11	-8	-15	-3	-0.2
38: CSc1ccccc1C(=O)Nc1ccccc1C(=O)N1CCCC1
→ -2	11	-8	10	12	0	-5	-1	3.0
39: Cc1cccc(OCc2nnc3n2CCCCC3)c1
→ 7	1	36*	31*	-5	3	13	4	-0.2
40: O=C(Nc1ccc2nc([C@H]3C[C@H](O)[C@@H](CO)O3)[nH]c2c1)NC(c1ccccc1)c1ccccc1
→ -10	0	2	-3	23	1	-13	4	0.5
41: CCCn1c(=O)c(C(=O)c2ccccc2)nc2ccccc21
→ 3	-2	2	5	10	2	2	16	-0.1
42: CC1Sc2ccc(S(=O)(=O)N3CCC(C(=O)NCCc4ccccc4)CC3)cc2NC1=O (centres undefined)
→ -17	17	-4	-5	2	0	-3	-9	8.5
43: CCS(=O)(=O)c1ccc2oc(SCC(=O)Nc3ccc(OC)c(OC)c3)nc2c1
→ -5	0	3	9	20	0	-17	2	1.7
44: Cc1noc(C)c1NC(=O)N(C)C[C@H]1Oc2ccc(NC(=O)C3CCCCC3)cc2C(=O)N([C@H](C)CO)C[C@@H]1C
→ -3	1	2	11	12	3	-18	7	0.3
45: Cc1nc2ccc(NC(=O)Cc3ccccc3F)cc2s1
→ 2	1	1	7	4	0	-8	0	0.3
46: CCOC(=O)C1=C(Nc2ccc(C)cc2)CC(C)(O)C(C(=O)OCC)C1c1ccccc1 (centres undefined)
→ -3	1	2	-8	26	-9	-16	9	0.5
47: CN(C)c1ccc(/C=N/Nc2cc(N3CCOCC3)nc(N3CCOCC3)n2)cc1
→ 0	1	0	8	24	-1	-6	1	0.8
48: CCN(CC(=O)NCc1ccc(F)cc1)S(=O)(=O)c1ccc(Cl)s1
→ 6	2	0	-6	-7	-8	3	-3	8.0
49: COC(=O)CCCC1=CC2=C(c3ccccc3)C(=O)C(C)(OC(=O)C3CCCC3)C(=O)C2=CN1Cc1ccc(OC)cc1 (centres undefined)
→ -6	1	1	14	22	0	-7	10	0.3
50: CC[C@H](NC(=O)/C=C/[C@H]1O[C@@H](n2cc(C)c(=O)[nH]c2=O)C[C@@H]1O)c1ccccc1
→ -8	1	3	-3	17	1	-21	4	1.5

# (continued)
# Fields – M4 antag	M4 ag	M5 PAM	M5 antag	M1 PAM parental	CHRM5 agonist	CHO-K1 Ca antag	CHRM4 PAM	M1 ag parental
51: CC1CN(C(=O)COC(=O)c2cncc(Br)c2)CC(C)O1 (centres undefined)
→ -10	0	2	2	8	1	-8	11	0.3
52: COC(=O)Cc1cnc(NC(=O)CSc2nc(C(C)C)cc(=O)[nH]2)s1
→ -4	0	-4	5	-18	-2	-8	1	0.4
53: CCC(C)Sc1nc2c(c(=O)[nH]c(=O)n2C)n1Cc1ccc(Cl)cc1 (centres undefined)
→ 12	0	14	-18	12	1	-6	20	-0.2
54: CN(C)CCCOc1ccc(-c2cc3nc(NCc4cccnc4)n(C)c(=O)c3s2)cn1
→ 7	0	-1	0	9	0	-8	2	0.6
55: O=C(c1cccc([N+](=O)[O-])c1)c1cc2ccccc2o1
→ 4	1	3	7	0	-4	-1	6	-0.3
56: CCn1c(NC(=O)C(C)C)c(-c2cccs2)c(=O)c2ccccc21
→ -6	1	5	-3	33	6	-21	-2	0.8
57: COc1ccc2nc(-c3ccccc3)cc(C(=O)OCC(=O)N3CC(C)OC(C)C3)c2c1 (centres undefined)
→ 9	15	-15	15	9	-1	2	-4	3.0
58: CC1Cc2nc(SCC(=O)Nc3ccccc3F)n(C)c(=O)c2S1 (centres undefined)
→ 5	1	-2	-1	3	-5	7	3	4.5
